From PubChem
Dynein transport – inhibitors of GR-EGFP nuclear translocation, primary screen, dynein cargo transport inhibitor project, imaging, high-content, 3617.4 mouse cells. test concentration mostly 20 µM; stimulated with dexamethasone, 1 µM; stronger effect = lower value. z-score, hits read low. 0.47% of 220,000 active. AID 1381, 2008;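 active = plate z-score of nuclear minus cytoplasmic receptor signal below a set negative limit, without overly bright fluorescence or cell loss, cut at about -3.5 in these data, passing the limit was not always enough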;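 also: z-score of nuclear minus cytoplasmic ring GR-EGFP intensity difference per well; some compounds called inactive have numbers as strong as hits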
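medium = tetracycline-free induction medium containing charcoal-stripped FBS | probe or stimulus = dexamethasone, 1.0 µM final | timing = 48 h induction, then 1 h compound, then 30 min agonist, 37 °C | detection = automated 10x imaging of fixed Hoechst-stained cells | read-out basis = nuclear versus cytoplasmic GR-EGFP signal, averaged per well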
Autophagy mod – autophagy modulators in MEF cells, primary screen, imaging, high-content, MEF GFP-LC3; calls only at 10 µM (by protocol); MEF GFP-LC3 puncta imaging; test concentration mostly 10 µM; AID 463193, 2010; 0.98% of 190,000 active;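 active = percentage of spot-positive cells more than 3 SD above its plate mean, without a fluorescence outlier flag or 80% toxicity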;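 also: spot-positive cell cutoff set from DMSO-treated cells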
Insulin prom up – insulin promoter activators in MIN6 cells, imaging, high-content screening, mouse beta cells. MIN6 insulin promoter-GFP reporter; stronger effect = higher value. z-score at 5 µM. 0.3% of 190,000 active. AID 1625, 2009;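 active = z-score above 3 at 5 µM with at least 500 cells counted in the well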
Hep lipid drop – inhibitors of hepatocyte lipid droplet formation, primary screen, imaging, high-throughput imaging, BODIPY stain; 0.4% of 240,000 active; AML12 mouse hepatocytes, oleate lipid droplets; inhibition, % at 6.5 µM; AID 1656, 2009;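 active = lipid droplet intensity inhibited by at least 50%, with more than 500 cells counted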
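Test system: AML12 mouse liver cells; schedule: overnight exposure; technique: high-content imaging of BODIPY-stained droplets and DAPI nuclei; read-out: % inhibition of corrected integrated BODIPY droplet signal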
b-catenin transl – modulators of beta-catenin nuclear translocation, primary screen, imaging, HeLa cells, immunofluorescence, high-content. 0.3% of 190,000 active. AID 1665, 2009. nuclear translocation activity, % at 5 µM;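 active = nuclear translocation activity above 50% at 5 µM, with a well cell count of 50 or more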;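 also: per-cell ratio of nuclear to cytoplasmic median beta-catenin stain intensity; plate controls were DMSO negative control for no effect and GSK-3 inhibitor IX positive control for full effect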
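System: HeLa cells, endogenous beta-catenin; compound dosing: 5 µM primary single dose, 0.1% DMSO, 0.02–20 µM confirmation series; incubation: 24 h compound exposure at 37°C, 5% CO2; signal: beta-catenin immunofluorescence imaging with DAPI; evaluation: % activation, nuclear-to-cytoplasmic median beta-catenin signal ratio per cell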
Salmonella PhoP GFP – inhibitors of PhoP regulon expression, primary screen, Salmonella Typhimurium, GFP reporter (AID 1863). S. Typhimurium PhoP-regulated promoter GFP reporter, 4 h; higher % means a stronger effect. 0.16% of 300,000 active. inhibition, % at 50 µM; hits with a dose series show IC50 in µM;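 active = inhibition over 29.93%, a cutoff 3 SD above the screen mean, later confirmed by dose response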;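 also: 0% = low Mg2+ inducing control and 100% = high Mg2+ repressing control; strong numbers were not always called active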
CSM14.1 death rescue – rescue of cells from ER stress-induced death, primary screen, 384-well, CSM14.1, thapsigargin, ATP luminescence (AID 1222); CSM14.1 thapsigargin-induced death rescue, ATP luminescence; higher % means a stronger effect; one-dose cellular ATP content (survival), % at 20 µM; EC50 in µM for titrated hits; 190,000 tested, under 10 active;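 active = EC50 below 50 µM in the dose-response confirmation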;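 also: death triggered by thapsigargin at about 15 µM added after 2 h compound pretreatment; cell ATP read after overnight thapsigargin exposure of roughly 18 to 22 hours; normalized against plate controls of thapsigargin alone and 5% DMSO vehicle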
MT stabilize HCS – microtubule stabilizers in HeLa cells, primary screen, imaging, high-content imaging; HeLa tubulin immunostaining HCS, 24 h; share of cells brighter than vehicle mean+2SD; % tubulin-high responders, % at 10 µM; 0.83% of 200,000 active;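 active = plate Z-score above 3 for both tubulin-high and condensed-nucleus cell shares, with cell loss under 80%, at 10 µM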;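 also: anti alpha tubulin signal scored within the nucleus-defined area of each cell; some results filed as inactive read as strong as hits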
T cell HTS – modulators of CD8 T cell-vesicle binding, primary screen, mouse 2C CD8+ T cells, flow cytometry | 0.068% of 330,000 active | calls only at 7 µM | AID 2052, 2009 | 2C CD8+ T cell-vesicle binding; stronger effect = lower value;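 active = response, share of CD8 T cells binding vesicles, and their 90th percentile fluorescence all below set limits, cut at about 80% in these data, passing the limit was not always enough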
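Assay system: 2C TCR transgenic mouse naive CD8+ T cells, MACS-purified | Read-out: CD8+ gate FL2 mean fluorescence as % of same-row positive control | Signal: High-throughput flow cytometry with anti-B7-1 and anti-CD8 staining | Timing: Binding step 1.5 h, 37 °C, antibody labelling 20 min, ice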
Dynein transport cytoplasmic EGFP – further read-out of Dynein transport, marked with its call; z-score; measured here: cytoplasmic GR-EGFP intensity; stronger effect = higher value
Dynein transport nuclear GR-EGFP – recorded beside Dynein transport, whose call it bears; z-score; measured here: nuclear GR-EGFP intensity;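 lower value marks the stronger effect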
Dynein transport cell count – further read-out of Dynein transport, marked with its call; z-score; measured here: cell count per field
Insulin prom up cell count – recorded beside Insulin prom up, whose call it bears; cell count; measured here: cytotoxicity, nuclei count;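 total cells summed across four imaged fields per well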
Hep lipid drop cells 6.5 µM – second read-out of Hep lipid drop, no call of its own (marks repeat the call); cell count; measured here: cell count, cytotoxicity flag;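 cells counted across two imaged fields per well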
b-catenin transl cell count 5 µM – also measured in b-catenin transl; calls as there; cell count; measured here: cell count, cytotoxicity flag
T cell HTS vesicle-bound % – also measured in T cell HTS; calls as there; double positive events, %; measured here: CD8+ vesicle-bound cell fraction;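 binding gate set so that unloaded-vesicle control wells show 10% double positive cells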
MT stabilize HCS Hoechst-high % – further read-out of MT stabilize HCS, marked with its call; % Hoechst-high responders; measured here: nuclear condensation Hoechst responders;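 share of cells brighter than vehicle mean plus two SD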
MT stabilize HCS cytotoxicity % – further read-out of MT stabilize HCS, marked with its call; toxicity, %; measured here: cytotoxicity by cell density;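 0% = mean cell density of plate MIN control wells and 100% = no cells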
Autophagy mod cell loss 18 h – further read-out of Autophagy mod, marked with its call; toxicity, %; measured here: cell loss, nuclei count;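 cell loss after 18 h compound exposure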
Numbers without * were called inactive; i = inactive; x = not tested or not shown; + = active, no number.

SMILES	Dynein transport	Dynein transport cytoplasmic EGFP	Dynein transport nuclear GR-EGFP	Dynein transport cell count	Autophagy mod	Autophagy mod cell loss 18 h	Insulin prom up	Insulin prom up cell count	Hep lipid drop	Hep lipid drop cells 6.5 µM	b-catenin transl	b-catenin transl cell count 5 µM	Salmonella PhoP GFP	CSM14.1 death rescue	MT stabilize HCS	MT stabilize HCS Hoechst-high %	MT stabilize HCS cytotoxicity %	T cell HTS	T cell HTS vesicle-bound %
CN1CCN(CCOc2ccc(Cl)c(Cl)c2)CC1	0.908	-0.227	0.813	-1.32	i	3.7	-0.05	1346	13.4	672	-1.9	1022	5.8%	-1.0%	3.8	1.8	0.6	i	25.0
NNC(=O)CSCc1nc(-c2ccc(Cl)cc2)cs1	-0.725	-0.266	-0.602	1.16	x	x	1.42	1437	-4.8	722	1.4	1137	-9.6%	x	x	x	x	i	27.0
CC(C)NC(=O)c1ccccc1NC(=O)C1COc2ccccc2O1 (stereo unspecified)	-0.225	-0.253	-0.12	1.19	i	-1.3	x	x	2.8	747	-0.5	1198	0.1%	0.9%	3.6	2.2	5.1	i	43.0
O=S(=O)(Nc1ncnc2sc3c(c12)CCC3)c1ccc(Cl)s1	-0.372	0.299	-0.717	-0.379	i	-1.2	0.05	1167	2.3	743	x	x	-7.5%	-2.7%	5.1	3.7	3.1	i	40.7
COc1ccc(CN(CC(=O)NC2CCCC2)C(=O)c2ccc(-c3ccccc3)[nH]2)cc1	0.697	-0.176	0.101	0.0223	i	8.8	0.78	1186	-24.6	639	0.2	1004	0.8%	0.8%	6.3	1.9	9.7	i	15.9
COCCn1c(-c2cccs2)csc1=Nc1cccnc1	0.629	-0.336	0.556	-0.425	i	5.1	-0.75	1326	-5.6	701	0.2	1072	-9.9%	-1.2%	9.8	2.2	3.1	i	6.3
CC(C)(C)NC(=O)NC(=O)COc1ccccc1C#N	2.4	0.0497	2.38	-3.11	i	1.7	0.71	1173	-11.7	603	x	x	9.4%	x	4.3	2.0	19.8	i	32.3
N#Cc1c(NCCN)nc(NCc2ccccc2)c2c1CCN(Cc1ccccc1)C2	0.8	-0.169	0.208	0.233	+	-31.5*	-2.07	1131	x	x	2.7	1151	x	-6.0%	1.7	1.6	3.3	x	x
Cc1cccc(C(=O)NC2CCN(C(=O)N3CCOCC3)CC2)c1	-0.341	-0.258	-0.882	0.66	i	1.4	-0.35	1643	x	x	-2.0	1400	21.3%	-0.9%	3.3	1.8	0.1	i	29.7
Cc1ccc(N2CC(=O)N(CC(=O)O)C2=O)cc1	-1.1	-0.339	-0.485	1.47	i	-8.8	0.34	1265	-9.9	689	-1.4	1047	-4.6%	-3.8%	1.6	1.9	7.1	i	25.9
COc1ccc(NC(=O)COC(=O)[C@@H](NC(=O)c2c(F)cccc2F)C(C)C)cc1	-0.684	-0.291	-0.224	0.445	i	-1.8	-1.81	955	3.5	657	0.5	977	-6.2%	-1.4%	2.5	2.2	7.4	i	54.3
CCNc1nc2nc3ccc(C)cn3c(=O)c2cc1C(=O)NCC1CCCO1 (stereo unspecified)	-0.914	-0.207	-0.36	1.19	i	-10.3	-0.35	1492	-0.5	699	-2.3	1052	-7.7%	-1.5%	3.3	1.7	5.2	i	18.4
COc1ccc(CSc2n[nH]c(C)n2)cc1[N+](=O)[O-]	0.629	-0.2	0.722	-0.568	i	-19.3	0.92	1235	-13.6	639	0.6	912	7.4%	-2.6%	4.7	1.3	0.6	i	31.1
NC1=NS(=O)(=O)NC1c1ccc(Cl)cc1 (stereo unspecified)	-0.045	-0.147	-0.13	0.591	i	-1.9	-0.38	1336	x	x	0.2	724	4.7%	-1.2%	3.4	1.3	6.8	i	36.6
COc1cc2oc(=O)cc(C)c2c(OC)c1OC	-0.671	-0.239	-0.284	-0.0477	i	-3.1	0.22	1290	-2.7	676	-4.1	518	4.2%	0.9%	2.8	5.5	0.3	i	51.2
O=C(N/N=C/c1ccncc1)C1C2CCCCCCC21 (stereo unspecified)	0.193	-0.283	0.619	0.284	i	10.3	0.22	1340	-3.4	687	-4.3	615	6.7%	7.5%	4.6	2.0	13.2	i	23.8
CCOc1ccc(Br)cc1CC(=O)O	0.327	-0.0536	-0.492	-0.157	i	1.2	x	x	x	x	x	x	-23.1%	x	4.0	1.9	9.4	i	27.5
CCN(CC)c1ccc(C=Nc2ccc(C)cc2C)c(O)c1	2.17	-0.0975	1.84	-1.12	i	-15.3	0.07	1419	15.6	717	-1.7	1079	-3.3%	-1.7%	3.0	2.6	10.5	i	28.1
COc1ccc2nc(NC(=O)C3CCCN(S(=O)(=O)c4c(C)noc4C)C3)sc2c1 (stereo unspecified)	-0.012	-0.219	0.234	0.616	i	-10.3	1.46	1943	-37.6	593	-0.8	1121	0.3%	x	3.8	2.8	4.7	i	62.8
Cc1nc(NCC2CCCO2)c2nnn(Cc3c(F)cccc3Cl)c2n1 (stereo unspecified)	-0.328	-0.378	-0.463	1.86	i	0.8	-0.35	1431	4.3	705	1.0	1303	7.2%	-1.2%	5.6	1.3	5.5	i	48.5
CCCN1CCN(c2ncnc3scc(C4COc5ccccc5O4)c23)CC1 (stereo unspecified)	2.61	-0.177	1.48	-1.55	i	-7.5	x	x	8.0	725	-0.4	1586	3.5%	-1.9%	3.2	0.7	0.2	i	52.7
COc1ccc(CCCc2nnc(SCC(=O)N/N=C\c3ccc(O)c(OC)c3)o2)cc1C	-0.0663	-0.213	0.587	-0.199	i	8.9	0.08	1721	x	x	1.2	1304	-0.8%	-1.4%	3.7	1.5	11.1	i	13.8
O=C(NC1CCCCCC1)C(=S)NC1CCCCC1	0.347	-0.284	0.861	-0.207	i	0.0	x	x	-0.9	687	1.2	1485	-0.3%	-0.3%	2.3	2.1	7.0	i	67.2
COc1cc2c(cc1OC)CN(C(=O)c1cc(S(=O)(=O)N3CCOCC3)ccc1Cl)CC2	-0.76	-0.134	-0.117	-0.195	i	4.2	0.03	1043	x	x	0.7	1100	-1.1%	-1.3%	5.2	1.8	4.4	i	17.5
O=C(c1cccc(N2C(=O)C3CC=CCC3C2=O)c1)N1CCCc2ccccc21 (stereo unspecified)	-0.216	-0.215	-0.395	0.535	i	21.1	0.33	1150	-0.7	766	-0.8	1065	4.1%	-1.4%	3.9	1.9	12.4	i	46.7
CCCC(=O)Nc1cc(-c2nn(C)c(=O)c3ccccc23)ccc1N1CCCCC1	-0.58	-0.201	-0.743	0.0826	i	4.7	x	x	x	x	x	x	x	x	2.7	1.7	8.5	i	35.6
CCOC(=O)c1cc(-c2csc(-c3cccc(Cl)c3)n2)on1	0.484	-0.269	0.206	0.0751	x	x	0.57	1371	1.2	759	-4.4	1119	18.1%	x	x	x	x	i	24.7
N#Cc1c(-c2ccco2)nc(NCC2CCCO2)[nH]c1=O (stereo unspecified)	0.678	0.275	1.17	-2.2	i	30.5	-0.55	1461	-4.4	776	-0.7	1186	-2.9%	-2.4%	5.4	2.0	8.3	i	16.7
O=C(NCc1ccco1)C(=O)N1CCCC1	-1.63	-0.296	-0.908	0.822	i	-13.7	0.4	1492	11.4	728	1.0	1044	2.4%	1.3%	2.1	1.3	5.4	i	54.1
COc1cccc(C2C(C(=O)c3cc4cccc(OC)c4o3)=C(O)C(=O)N2c2cc(C)on2)c1OC (stereo unspecified)	-1.39	-0.279	-0.497	0.866	i	4.4	x	x	-9.2	572	x	x	-4.1%	x	3.2	0.8	70.3	i	47.9
Cc1ccc(-c2nc3ncccn3c2NC(=O)C2CC2)cc1	-0.602	-0.214	-0.389	1.08	i	-0.5	-0.69	1563	x	x	-0.7	1349	2.0%	-0.6%	2.0	1.6	8.2	i	52.9
Cc1nonc1OC(C)CNCCNc1ccc([N+](=O)[O-])cc1 (stereo unspecified)	2.56	-0.223	1.09	-1.98	x	x	0.06	1466	-5.7	744	1.1	1051	0.4%	x	x	x	x	i	22.4
COc1ccc2c(=O)c(-c3ccc4c(c3)OCO4)coc2c1	0.121	-0.255	0.358	0.629	i	-6.0	x	x	2.1	705	x	x	-1.4%	1.1%	3.5	2.1	10.3	x	x
Cc1nc(N2CCC(C(N)=O)CC2)c2nnn(Cc3ccccc3)c2n1	0.683	-0.282	0.909	-0.125	i	-7.4	-0.98	869	-0.1	739	-7.1	1256	-13.6%	-0.1%	5.7	2.2	8.3	i	11.3

Rows were taken by chance; 3% or so of the library scored in one or more.
